Compound activity (PubChem BioAssay)
CatB mix inh – cathepsin B inhibitors from pooled compounds, primary screen, biochemical, compound mixtures, AMC fluorescence. P07858. inhibition, %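 (ten-compound pools at 5 µM per compound and 50 µM total)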. 62,000 tested, 0.06% active. Purified cathepsin B, AMC dipeptide fluorescence; in the data active = inhibition above about 22%, passing the limit was not always enough;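 note: 0% = enzyme without compound and 100% = no enzyme blank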
CatB inh – human cathepsin B inhibitors, primary screen, biochemical, fluorogenic substrate. inhibition, %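 (tested at 10 µM)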. P07858. 63,000 tested, 0.1% active. AID 453, 2006. purified cathepsin B, fluorescence; in the data active = inhibition above about 21%;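 note: 0% = enzyme with no compound and 100% = no enzyme blank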
Cdc25B inh – inhibitors of Cdc25B phosphatase catalytic domain, primary screen, biochemical, OMFP fluorescence; M-phase inducer phosphatase 2 (Homo sapiens), P30305; recombinant Cdc25B, OMFP fluorescence Ex485/Em525; inhibition, %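 (compounds tested at 10 µM final in the well)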; 65,000 tested, 0.1% active; in the data active = inhibition above about 50%
Target sequence (P30305 whole entry, looked up, the tested form may be a part): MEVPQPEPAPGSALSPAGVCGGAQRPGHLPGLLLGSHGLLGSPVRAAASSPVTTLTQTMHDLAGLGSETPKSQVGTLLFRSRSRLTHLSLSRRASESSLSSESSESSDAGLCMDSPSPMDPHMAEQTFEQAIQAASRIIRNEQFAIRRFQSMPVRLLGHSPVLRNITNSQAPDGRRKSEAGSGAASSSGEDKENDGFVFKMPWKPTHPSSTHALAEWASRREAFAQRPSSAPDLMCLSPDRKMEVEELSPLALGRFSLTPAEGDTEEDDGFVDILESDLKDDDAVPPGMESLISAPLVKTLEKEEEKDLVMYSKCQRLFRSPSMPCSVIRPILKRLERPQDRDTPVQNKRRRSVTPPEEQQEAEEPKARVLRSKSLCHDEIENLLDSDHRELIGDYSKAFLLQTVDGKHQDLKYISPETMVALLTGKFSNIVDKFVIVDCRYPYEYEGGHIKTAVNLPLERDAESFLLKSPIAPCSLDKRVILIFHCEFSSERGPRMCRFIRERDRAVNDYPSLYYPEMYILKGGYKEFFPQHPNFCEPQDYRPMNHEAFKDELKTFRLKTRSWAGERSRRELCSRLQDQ
tolC growth inh – growth inhibitors of E. coli tolC mutant, primary screen, strain BW25113 ΔtolC::kan, 384-well; OD615; 65,000 tested, 2.2% active; growth inhibition, % at 10 µM (by protocol);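 active = growth inhibition at or above a cutoff equal to the mean over every tested compound plus 3 SD, cut at about 60% in these data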;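 note: growth measured after 20 h incubation at 37 °C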
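Signal: optical density read at 615 nm; Assay system: E. coli ΔtolC::kan strain BW25113; Times: 20 h incubation with compound, 37 °C; Dosing: 10 µM final, single dose.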
Hsp90 inh – tumor Hsp90 inhibitors, primary screen, cell lysate, fluorescence polarization, NCI-N417 lysate; 64,000 tested, 0.35% active; AID 429, 2006; Cy3B-geldanamycin FP displacement; Heat shock protein HSP 90-alpha (Homo sapiens), P07900; inhibition, % at 30 µM;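 active = inhibition above 50%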;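 note: 0% = tracer plus lysate wells and 100% = tracer alone without lysate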
E coli RNAP – E. coli RNAP inhibitors, biochemical; DNA-directed RNA polymerase subunit beta (Escherichia coli (strain K12)), P0A8V2; E. coli RNA polymerase, fluorescence transcription assay; inhibition, %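 (tested at 10 µM)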; 62,000 tested, 0.2% active; in the data active = inhibition above about 20%;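 note: 0% = enzyme without compound and 100% = no enzyme blank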
D1 mod – D1 CRE-luciferase signal change, two-sided – cell-based, HEK293 D1, dopamine EC30, D1 allosteric modulator project, primary screen. D(1A) dopamine receptor (Homo sapiens), P21728. dopamine EC30 potentiation; actives deviate in either direction. B-score at 10 µM. 58,000 tested, 5.9% active. AID 641, 2007;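 active = luminescence count or its row- and column-corrected plate score outside the 99.7% band of the plate's sample wells, on either side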
DUSP1 inh – MKP-1 phosphatase inhibitors, primary screen, biochemical, in vitro. Dual specificity protein phosphatase 1 (Homo sapiens), P28562. recombinant MKP-1, OMFP hydrolysis fluorescence. inhibition, %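 (compounds tested at a single concentration somewhere between 10 and 100 µM)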. 65,000 tested, 0.15% active;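 active = inhibition above about 50%, limit read from the data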;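 note: 0% = DMSO max control wells and 100% = wells with enzyme stopped by NaOH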
Target sequence (P28562 whole entry, looked up): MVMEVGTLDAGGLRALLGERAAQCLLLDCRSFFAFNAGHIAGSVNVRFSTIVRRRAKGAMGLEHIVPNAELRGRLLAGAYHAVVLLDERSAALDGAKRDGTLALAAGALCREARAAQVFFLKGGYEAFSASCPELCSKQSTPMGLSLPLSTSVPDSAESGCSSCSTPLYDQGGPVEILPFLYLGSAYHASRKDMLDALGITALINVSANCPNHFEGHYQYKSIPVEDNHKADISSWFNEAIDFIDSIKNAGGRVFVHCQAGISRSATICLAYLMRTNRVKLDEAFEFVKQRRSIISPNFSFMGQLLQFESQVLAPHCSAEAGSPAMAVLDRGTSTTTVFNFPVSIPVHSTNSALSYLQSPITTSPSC
AP complement – alternative complement pathway inhibitors, primary screen, biochemical, ELISA, human serum, orthogonally pooled compounds; LPS-coated ELISA, C3 deposition; tested in compound mixtures; inhibition, % at 5 µM; 62,000 tested, 0.08% active;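 active = inhibition above 30% in each of the two pooled mixtures holding the compound, so the lower value exceeds 30%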;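 note: 0% = serum in Mg-EGTA without compound and 100% = EDTA serum blank; some compounds past the cut are filed as inactive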
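Test system – human serum alternative complement pathway, C3 deposition on LPS-coated wells · Buffer or medium – diluted human serum in Mg2+-EGTA GVB++ · Compound dosing – 5 µM each compound, pools of ten, 50 µM per pool · Schedule – 1 h serum-compound exposure at 37 °C · Measured by – Anti-C3 ELISA, OD 450 nm · Read-out basis – percent inhibition of C3 deposition onto LPS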
Numbers without * were called inactive; . = not tested or not shown. No enrichment for hits. About 7.6% of those tested had a hit in this group.

mol,CatB mix inh,CatB inh,Cdc25B inh,tolC growth inh,Hsp90 inh,E coli RNAP,D1 mod,DUSP1 inh,AP complement
Cc1c(CN(C)CCc2ccccc2)c(=O)n(-c2ccccc2)n1C,0,.,1,-14,-2,.,-0.049,-7,4
O=C(Nc1ccc2c(c1)OCO2)C1CCCN1C(=O)Nc1cccc(F)c1 (stereo not drawn),2,4,0,2,3,7,.,-3,10
COCCCNC(=O)c1ccc2nc3ccccc3c(=O)n2c1,-1,-9,-5,3,0,-9,0.55,3,12
C=CCn1c(=O)c2c(nc3n2CC(C)CN3c2cccc(OC)c2)n(C)c1=O (stereo not drawn),3,4,0,-6,-5,12,1.2,-5,-8
O=C(O)c1ccccc1C(=O)N1CCN(c2cccc(Cl)c2)CC1,0,1,-3,-15,2,4,.,10,2
COc1ccc(-c2ccc(-c3noc(C4CCCCC4)n3)c(OC)n2)cc1,-2,2,-7,23,-13,7,0.18,-6,6
O=C(CS(=O)(=O)Cc1ccccc1)NCc1ccc2c(c1)OCO2,20,-7,-7,-12,-5,2,-0.46,5,14
COc1ccc(C)cc1NC(=O)CN(c1ccc(F)cc1)S(C)(=O)=O,-1,-2,-9,5,-4,9,-1.3,5,-3
COc1ccc(-n2nnnc2SCC(=O)N2CCCC2)cc1OC,-1,1,-1,-12,5,-1,0.046,19,-4
CCN(CC)C(=O)CSC(=Nc1ccccc1F)NC#N,4,-2,-5,-1,-5,5,0.0074,14,7
Cc1ccc(OCC(O)Cn2c(=N)n(CCN3CCOCC3)c3ccccc32)cc1 (stereo not drawn),3,-1,-17,3,0,4,-0.36,0,-26
CN(Cc1ccccc1)C(=O)CCNC(=O)Cn1cnc2ccccc2c1=O,-4,-3,7,-13,1,-5,-0.64,5,18
CN(C(=O)c1ccc(NC(=O)c2cnccn2)cc1)C1CCCCC1,1,2,-8,-4,.,-7,-0.049,4,18
COc1cc(/C=C/C(=O)CC(=O)/C=C/c2ccc(O)c(OC)c2)ccc1O,9,1,-5,8,13,8,0.32,5,13
Cc1ccccc1Cc1c(C)nc2ncnn2c1C,-1,2,4,-3,-1,6,0.39,26,8
O=C(Oc1ccc2c3c(c(=O)oc2c1)CCCC3)c1ccco1,-2,-2,-2,21,3,-71,1.3,6,7
CCOCCCNC(=O)C(c1ccc(Cl)cc1)N1CCC2(CC1)OCCO2 (stereo not drawn),2,-1,0,-9,.,3,0.35,10,2
CCCC1C(C(=O)OCC)=C(C)NC(C)=C1C(=O)OCC,1,2,-9,-5,-3,2,-0.18,11,10
COc1ccc(CSc2nnc3n(C)c(=O)c4c5c(sc4n23)CCCC5)cc1,.,2,21,0,-2,7,.,-15,.
COc1cccc(C2NC(=O)NC(C)=C2C(=O)Nc2ccc(C)cc2)c1 (stereo not drawn),5,1,-6,1,2,7,0.2,4,12
O=C(NCc1ccco1)NC12CC3CC(CC(C3)C1)C2,4,3,-14,7,.,4,0.43,7,16
COc1ccc(NC(=O)C2CCCN2C(=O)OCc2ccccc2)c(OC)c1 (stereo not drawn),.,.,7,-11,2,.,-0.047,8,.
CC1CCN(CC(O)COc2cccc(F)c2)CC1 (stereo not drawn),3,4,-11,-17,0,11,-2.3,3,12
COc1ccc(NC(=O)Nc2cc(C)ccc2OC)cc1,4,0,-3,-1,2,-18,0.28,-3,-13
Clc1ccc(CSc2nnc(-c3ccccn3)n2Cc2ccco2)c(Cl)c1,4,5,-22,43,.,7,-1.3,7,13
CCOc1cccc(=O)c2c(C)n(C)c(C)c12,4,3,-2,5,-7,1,-0.51,0,24
Cc1nnc(NC(=O)CSc2nnc(Cc3cccn3C)n2-c2cccc(C(F)(F)F)c2)s1,0,3,-9,5,-3,3,3.4*,19,7
COC(=O)c1ccc(NC(=O)CCc2c(C)nc3ncnn3c2C)cc1,5,0,22,6,2,1,-0.45,2,19
N#CC1=C2SCN(c3ccccc3)CN2C(=O)CC1c1ccccc1Cl (stereo not drawn),3,1,-3,-1,1,-1,0.26,1,4
O=C(CSc1ccc2nnc(-c3cccnc3)n2n1)NCc1ccc2c(c1)OCO2,-6,-4,-2,-8,-3,-1,-0.68,18,0
CS(=O)(=O)c1nc(-c2ccco2)cc(C(F)(F)F)n1,2,1,-1,-10,.,4,1.2,1,6
N#CCCN1CCn2c1nc1ccccc12,0,0,-6,-29,-5,3,-0.054,12,27
C=C(C)CC1Nc2ccccc2NC1CC(=C)C (stereo not drawn),-15,4,-12,-8,13,9,0.44,2,16
CCCc1ccc(S(=O)(=O)NCCc2ccncc2)cc1,-6,6,-18,5,4,7,-0.17,-8,4
CCn1c(CCC(=O)Nc2cc(F)ccc2C)nc2cc(S(=O)(=O)N(C)C)ccc21,7,0,-1,16,.,4,-0.32,13,22
COc1ccc(N2CCN(C(=O)CN(c3cccc(Br)c3)S(C)(=O)=O)CC2)cc1,-12,2,-3,-1,-1,8,0.74,10,10

Single values from above.
CCCc1ccc(S(=O)(=O)NCCc2ccncc2)cc1 – tolC growth inh: 5
COC(=O)c1ccc(NC(=O)CCc2c(C)nc3ncnn3c2C)cc1 – Hsp90 inh: 2

Further structures:
| structure | CatB mix inh | CatB inh | Cdc25B inh | tolC growth inh | Hsp90 inh | E coli RNAP | D1 mod | DUSP1 inh | AP complement |
| --- | --- | --- | --- | --- | --- | --- | --- | --- | --- |
| COC(=O)c1ccc(CSc2nnc(Nc3ccccc3OC)s2)o1 | 3 | 1 | -4 | 31 | -7 | 6 | -0.28 | -1 | 20 |
| CC(C)c1ccc2oc(-c3ccc(NC(=O)c4ncn[nH]4)cc3)nc2c1 | 3 | 6 | -2 | 7 | -4 | 8 | -0.29 | -1 | 5 |
| CCOC(=O)N1CCN(CC(O)COc2ccccc2C(C)CC)CC1 (stereo not drawn) | 5 | -2 | -21 | -7 | -3 | 6 | -0.079 | 0 | 7 |
| COc1ccc(C(=O)Nc2ncc3c(n2)CC(c2ccco2)CC3=O)cc1 (stereo not drawn) | -3 | 1 | 0 | 6 | 3 | 2 | 0.078 | -16 | -3 |
| COc1ccc(CSc2nnc(C)n2N)cc1Br | . | 1 | 15 | 8 | 2 | 8 | . | -8 | . |
| O=C(CCCc1nc(-c2ccccc2Cl)no1)NCc1cccnc1 | -2 | -1 | 5 | -5 | -2 | 3 | -0.091 | -8 | 10 |
| CCn1c(=O)cc(OCC(=O)N2CCN(c3cccc(C(F)(F)F)c3)CC2)c2ccccc21 | -5 | -2 | -15 | 20 | -3 | 4 | -0.1 | 38 | 3 |
| CCn1c(=N)n(CC(=O)c2cccc(OC)c2)c2ccccc21 | -6 | 3 | 9 | 17 | 2 | 3 | -1.1 | -14 | 2 |
| CC(C)C(C(=O)Nc1nccs1)c1ccccc1 (stereo not drawn) | 2 | 3 | -3 | 18 | 1 | 9 | -0.29 | -13 | 14 |
| CCN(CC)S(=O)(=O)c1ccc(Cl)c(C(=O)NCC2CCCO2)c1 (stereo not drawn) | 6 | -2 | -17 | -9 | -4 | 4 | -0.0022 | 22 | 16 |
| COc1ccc(N2CSC3=C(C#N)C(c4cccs4)CC(=O)N3C2)cc1 (stereo not drawn) | 30 | 3 | 0 | -10 | -8 | 7 | -0.015 | -11 | 7 |
| CCCC(=O)C1C(=O)CC(C)(C)C(c2cc(C)no2)C1=O (stereo not drawn) | -1 | 9 | -8 | -15 | -3 | 3 | 1.1 | 2 | 3 |
| CCCCCOC(=O)c1ccccc1C(=O)O | 1 | 2 | -22 | -19 | -3 | -2 | -0.097 | -1 | -7 |
| CCCCN(CC)Cc1ccc(CNC(=O)Nc2ccc(OC)cc2OC)o1 | 6 | -7 | -13 | -25 | -3 | 1 | -0.28 | 9 | 16 |
| COc1ccc(CC(=O)N2CCN(c3ccccn3)CC2)cc1 | 6 | 5 | -18 | -9 | -13 | 4 | -0.65 | -12 | 11 |
| COC(=O)c1ccccc1NC(=O)COc1ccccc1 | -3 | 0 | -3 | 15 | -2 | 0 | 5.8* | -8 | -4 |
| CC(=O)/C=C(\C)NCCNc1c(F)c(F)c(CO)c(F)c1F | . | -1 | 27 | 6 | -5 | 6 | . | -26 | . |
| CSC(=NC1CCCCC1)NS(=O)(=O)c1ccccc1 | 7 | 1 | 3 | 8 | . | 0 | 1.1 | 3 | -8 |
| CSc1nc(N)nc(SCC(=O)CC(=O)OC(C)C)c1C#N | 2 | -2 | 7 | 10 | 6 | 2 | . | -19 | 19 |
| CCc1cc2c(=O)c(-c3nc4ccccc4n3C)c(C)oc2c(CN2CCN(C)CC2)c1O | 1 | 5 | -16 | -8 | 3 | -10 | -0.058 | -3 | 8 |
| Cc1ccc(S(=O)(=O)N[C@@H](CC(C)C)C(=O)NCc2ccco2)cc1 | 0 | 1 | -1 | -3 | -4 | -1 | 0.085 | -6 | 4 |
| N#CC1=C2SCC(O)(c3ccccc3)N2C(=O)CC1c1cccs1 (stereo not drawn) | 1 | -7 | -7 | 18 | -5 | 2 | 0.71 | 10 | 14 |
| Cc1cc(C(=O)OCC(=O)N2CCOCC2)c2ccccc2n1 | 8 | 1 | -5 | -17 | 4 | 9 | 0.16 | 4 | -10 |
| COC(=O)Cn1c(=NC(=O)CSC(C)=O)sc2ccccc21 | 3 | 0 | -6 | -11 | 0 | 4 | . | 3 | 21 |
| CCCCn1c(NCc2ccccn2)nc2ccccc21 | -1 | -4 | -8 | 17 | 2 | 5 | -1.6 | -8 | 1 |
| COC(=O)COC(=O)c1ccc(O)cc1 | 5 | 7 | -5 | 12 | -2 | -2 | -0.18 | -2 | -3 |
| CCN1C(=O)c2cccc3cccc1c23 | 1 | 1 | -9 | 8 | 2 | 3 | -0.12 | 19 | 4 |

One compound at a time (already shown).
Results for Cc1ccc(S(=O)(=O)N[C@@H](CC(C)C)C(=O)NCc2ccco2)cc1 : CatB mix inh = 0; CatB inh = 1; Cdc25B inh = -1; tolC growth inh = -3; Hsp90 inh = -4; E coli RNAP = -1; D1 mod = 0.085; DUSP1 inh = -6; AP complement = 4
Results for COC(=O)COC(=O)c1ccc(O)cc1 : CatB mix inh = 5; CatB inh = 7; Cdc25B inh = -5; tolC growth inh = 12; Hsp90 inh = -2; E coli RNAP = -2; D1 mod = -0.18; DUSP1 inh = -2; AP complement = -3
Results for COC(=O)Cn1c(=NC(=O)CSC(C)=O)sc2ccccc21 : CatB mix inh = 3; CatB inh = 0; Cdc25B inh = -6; tolC growth inh = -11; Hsp90 inh = 0; E coli RNAP = 4; D1 mod = .; DUSP1 inh = 3; AP complement = 21
